Compound activity: PubChem BioAssay, several laboratories
HTR1E antagonist: 5-HT1E receptor antagonists, primary screen, cell-based, HTS; inhibition, % at 6 µM; AID 571, 2007; CHO 5-HT1E Ga15 NFAT-bla reporter, FRET, antagonist; hit rate 0.99% among 65,000; 5-hydroxytryptamine receptor 1E (Homo sapiens), P28566;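 active = inhibition above a set limit, the mean inhibition across every tested compound plus 3 SD, cut at about 29% in these data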;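 note: signal is the 460 over 535 nm emission ratio of beta-lactamase substrate; 0% = agonist plus DMSO wells and 100% = wells without agonist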
HTR1A agonist: human 5-HT1a receptor agonists, primary screen, cell-based, CHO, Ga15 NFAT-bla reporter. 5-hydroxytryptamine receptor 1A (Homo sapiens), P08908. CHO 5-HT1a Ga15 NFAT-bla reporter, FRET ratio; 0% basal, 100% maximal reference agonist. activation, % at 10 µM. hit rate 0.56% among 65,000. AID 567, 2006;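 active = activation above the screen-wide mean activation plus 3 SD, cut at about 19% in these data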;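 note: 0% = DMSO wells and 100% = 5-CT at EC100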
Target sequence (P08908 whole entry, looked up): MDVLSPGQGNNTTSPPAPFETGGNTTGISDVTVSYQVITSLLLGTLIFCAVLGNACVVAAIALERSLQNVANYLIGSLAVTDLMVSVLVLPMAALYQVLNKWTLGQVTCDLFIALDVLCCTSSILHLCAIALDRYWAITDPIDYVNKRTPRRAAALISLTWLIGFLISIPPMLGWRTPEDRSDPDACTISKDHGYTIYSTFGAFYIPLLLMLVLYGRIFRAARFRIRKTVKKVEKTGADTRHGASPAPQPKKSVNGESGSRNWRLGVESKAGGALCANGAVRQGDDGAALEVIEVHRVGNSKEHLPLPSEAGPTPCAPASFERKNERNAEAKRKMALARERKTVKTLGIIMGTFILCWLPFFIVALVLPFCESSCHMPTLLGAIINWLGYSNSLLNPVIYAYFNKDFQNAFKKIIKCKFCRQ
5-HT1A blocker: human 5-HT1a receptor antagonists, primary screen, cell-based, CHO, Ga15 NFAT-bla reporter; hit rate 0.68% among 62,000; inhibition, % at 10 µM; 5-hydroxytryptamine receptor 1A (Homo sapiens), P08908; CHO 5-HT1a Ga15 NFAT-bla reporter, antagonist mode;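 active = inhibition above the mean of all tested compounds plus 3 SD, cut at about 43% in these data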;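 note: receptor stimulated by 5-CT agonist at 100 nM near EC80; beta-lactamase reporter measured by ratiometric fluorescence of a cleavable substrate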
tolC growth inh: growth inhibitors of E. coli tolC mutant, primary screen, strain BW25113 ΔtolC::kan, 384-well | growth inhibition, % at 10 µM (by protocol) | OD615 | hit rate 2.2% among 65,000;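 active = growth inhibition at or above a cutoff equal to the mean over every tested compound plus 3 SD, cut at about 60% in these data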;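 note: growth measured after 20 h incubation at 37 °C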
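Assay system: tolC-deleted E. coli BW25113. Medium: kanamycin-containing LB broth (50 µg/mL). Dosing: 10 µM final, single dose. Timing: bacterial growth with compound for 20 h at 37 °C. Detection: A615 absorbance measurement. Read-out basis: growth inhibition in percent.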
RORA act: activators of orphan receptor RORA, primary screen, cell-based, luminescence; hit rate 1.5% among 65,000; Nuclear receptor ROR-alpha (Homo sapiens), P35398; CHO-K1 Gal4-RORA LBD luciferase reporter; percent increase over mock-subtracted basal signal; activation, % at 10 µM;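 active = activation above the mean of all tested compounds plus 3 SD, cut at about 49% in these data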;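 note: 0% = DMSO-treated RORA cells and 100% = added signal equal to DMSO minus mock-transfected cells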
SF-1 act: activators of human SF-1, primary screen, cell-based, CHO-K1, Gal4-SF-1 LBD, luciferase luminescence. activation, % at 10 µM. hit rate 1.9% among 65,000. CHO-K1 Gal4-SF-1 LBD luciferase reporter; % increase over DMSO SF-1-specific signal. Steroidogenic factor 1 (Homo sapiens), Q13285. AID 522, 2006;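 active = activation above the mean activation of all tested compounds plus 3 SD, cut at about 50% in these data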
Target sequence (Q13285 whole entry, looked up, the tested form may be a part): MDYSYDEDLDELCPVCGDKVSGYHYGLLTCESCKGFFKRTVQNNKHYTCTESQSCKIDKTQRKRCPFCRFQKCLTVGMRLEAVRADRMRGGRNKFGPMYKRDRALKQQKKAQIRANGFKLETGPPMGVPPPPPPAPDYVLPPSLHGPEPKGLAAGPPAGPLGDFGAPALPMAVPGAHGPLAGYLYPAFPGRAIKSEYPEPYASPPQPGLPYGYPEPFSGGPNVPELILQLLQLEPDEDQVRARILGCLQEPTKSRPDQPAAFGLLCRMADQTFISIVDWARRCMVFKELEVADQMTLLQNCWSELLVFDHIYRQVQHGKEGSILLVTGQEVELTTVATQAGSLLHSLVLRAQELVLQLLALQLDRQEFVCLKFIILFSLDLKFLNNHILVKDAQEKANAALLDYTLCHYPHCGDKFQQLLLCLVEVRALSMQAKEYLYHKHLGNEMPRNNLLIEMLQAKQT
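Assay system: CHO-K1 cells co-transfected with Gal4 DBD–human SF-1 LBD, 5xGal4 luciferase reporter / Input: 4,000 cells per well / Incubation: 20 h compound exposure at 37 °C after 1 h cell settling / Detection: SteadyLite luciferase luminescence / Control set: DMSO negative control and −SF1 background wells / Replication: one test per compound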
NADH enzymes: inhibitors of PK/LDH coupling enzymes, profiling panel, artefact control, biochemical, MLSMR library | coupled PK/LDH NADH assays, four targets | IC50, µM (titrated, usually from 10 µM), inactives show at the top dose inhibition | hit rate 0.02% among 65,000 | AID 774, 2007;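 active = single-dose screening hits from any of four coupled enzyme assays that gave an IC50 when retested across doses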;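 note: the DPM-DC format reads NADH fluorescence rather than 340 nm absorbance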
MMP13 inh: human MMP13 inhibitors, primary screen, biochemical, FRET peptide cleavage | inhibition, % at 4 µM | MMP-13 fTHP FRET cleavage, Mca fluorescence | Collagenase 3 (Homo sapiens), P45452 | AID 570, 2006 | hit rate 0.07% among 65,000;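 active = inhibition above the mean of compound-free control plate wells plus 3 SD, cut at about 14% in these data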;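 note: 0% = DMSO wells and 100% = wells with reference MMP-13 inhibitor after basal subtraction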
HTR1E agonist: 5-HT1E receptor agonists, primary screen, cell-based, HTS; 5-hydroxytryptamine receptor 1E (Homo sapiens), P28566; CHO 5-HT1E Ga15 NFAT-bla reporter, FRET; 0% DMSO wells, 100% control agonist wells; activation, % at 6 µM; hit rate 0.69% among 65,000; AID 574, 2007;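 active = activation above a set limit, the screen-wide mean activation plus 3 SD, cut at about 8.5% in these data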;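 note: 100% = positive control agonist at 1 µM giving full maximal response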
Starred values were filed as active, the others as inactive; i = inactive; x = no result given; [ ] = another dose, or the depositor's remark. Compounds as they come (roughly 7.2% active in at least one column).

SMILES	HTR1E antagonist	HTR1A agonist	5-HT1A blocker	tolC growth inh	RORA act	SF-1 act	NADH enzymes	MMP13 inh	HTR1E agonist
O=S1(=O)N=C(Nc2ccc(O)c(CN3CCCCC3)c2)c2ccccc21	2	-3.1	9	-5	-4	-14	7%	4	-0.6
CCOC(=O)Cn1c(=O)oc2cc(S(=O)(=O)NCC3CCCO3)ccc21 (centres undefined)	4	-2.1	6	-5	-28	6	5%	2	0.3
CCCS(=O)(=O)N1CCc2cc(OC)c(OC)cc2C1	8	0.5	-1	-5	9	5	5%	-13	-0.2
CCOCCCNC(=O)CN1C(=O)CSc2cc(S(=O)(=O)N3CCCCCC3)ccc21	1	0.7	7	-15	21	6	7%	12	-0.6
CCN(CC)c1ccc2cc(C(=O)Nc3cccnc3N3CCOCC3)c(=O)oc2c1	0	2.2	2	8	9	-10	5%	8	0.1
O=C(CSc1nnc(Cc2cc(=O)[nH]c(=O)[nH]2)n1-c1ccccc1)N1CCCC1	2	-1.4	1	-31	4	8	10%	5	0.3
CCOc1ccccc1OCC(=O)O	-11	-1.1	-1	-9	-9	4	3%	0	0.1
O=C(NC1CCCCC1)C(c1ccc(Cl)cc1)N(C(=O)c1cnccn1)c1ccc2c(c1)OCO2 (centres undefined)	-5	0.6	-3	-1	-7	-9	2%	-1	0.9
CC(C)(C)OC(=O)NC(CCNC=C1C(=O)OC(C)(C)OC1=O)C(=O)O (centres undefined)	-4	-4.1	0	-26	-2	-2	11%	0	-1.3
CCN1CCCC(OC(=O)Nc2ccccc2)C1 (centres undefined)	-1	-1.8	4	-7	4	4	6%	1	-0.6
O=C(O)CN(Cc1ccccc1)S(=O)(=O)c1ccc(F)cc1	-10	-1.0	-8	-10	5	10	8%	-1	0.3
COC(=O)c1ccc(C2C(C(=O)Nc3ccccc3C)=C(C)Nc3ncnn32)cc1 (centres undefined)	3	-2.0	6	4	20	-4	7%	2	-0.1
Cc1c(NC(=O)CCN2C(=O)c3ccccc3C2=O)c(=O)n(-c2ccccc2)n1C	19	1.9	7	-22	24	8	2%	-1	-1.0
CCCC(=O)NC1C2CC3CC(C2)CC1C3 (centres undefined)	4	-3.3	-4	7	-1	-10	5%	6	-1.1
CCOC(=O)C(C)Sc1nnc(CNC(=O)c2ccc(OC)cc2)n1C1CCCCC1 (centres undefined)	-8	-0.1	-5	4	-16	-1	7%	-4	-0.3
CC(C)NC(=O)CN1CCN(c2ncccn2)CC1	3	-2.8	-5	2	-20	4	6%	4	-0.5
Cc1ccccc1CSCC(=O)c1c(N)n(C)c(=O)n(C)c1=O	1	-4.4	2	-14	5	43	3%	-3	-0.5
O=C1[C@@H]2[C@H](C(=O)N1n1cnnc1)[C@H]1C=C[C@@H]2C1	-3	-1.1	x	10	-13	-8	2%	2	0.2
CC(=O)Cc1nsc(NC(=O)c2ccc(COc3ccccc3)o2)n1	-6	-0.7	-8	-7	-1	-1	8%	-1	-1.3
CC(NC(=O)CSc1n[nH]c(=O)n1C1CC1)C12CC3CC(CC(C3)C1)C2 (centres undefined)	-4	-0.8	4	13	2	-11	3%	2	0.5
C=CCNC(=O)c1cc(-c2ccc(Br)cc2)on1	-6	-1.4	-5	-9	61*	36	5%	2	1.6
COc1cc(C2C(C#N)=C(N)Oc3cc(O)ccc32)cc2c1OCO2 (centres undefined)	-11	1.6	1	9	11	-23	1%	0	0.1
Cc1nc(NC(=O)C2CC3CCCC(C2)C3=O)sc1C (centres undefined)	10	-0.2	16	-9	62*	54*	2%	2	-0.6
C=CCNc1ncnc2c1ncn2C1OC(CO)C(O)C1O (centres undefined)	-29	-0.3	10	-25	4	7	4%	2	0.6
CN(C)S(=O)(=O)N1CCN(c2ccc(Cl)cc2)CC1	1	0.8	-9	-8	12	-19	4%	3	-0.6
Cc1cc(=O)oc2c(CN(C)Cc3ccccc3)c(O)ccc12	2	4.0	-4	2	-23	2	6%[fluoresces]	i[fluorescence artefact?]	1.1
Cc1c(NS(=O)(=O)c2cccc3nsnc23)c(=O)n(-c2ccccc2)n1C	-5	0.9	x	7	-11	-2	4%	-2	-0.4
O=C(CN1C(=O)c2ccccc2C1=O)N1CCN(c2ccccn2)CC1	-2	0.0	1	3	7	12	6%	-4	-1.2
c1ccc(C2=Nn3c(nnc3-c3cc(-c4ccccc4)n[nH]3)SC2)cc1	20	-2.2	-14	9	3	2	5%	-3	1.9
Cn1c(SCc2nc(-c3cccs3)no2)nnc1C1CCCCC1	-7	0.5	14	13	-15	2	3%	4	-0.1
O=C(COC(=O)CSCC(=O)N1CCCCC1)NCc1ccc(F)cc1	6	1.8	-12	-2	-4	10	10%	-1	0.9
O=C(c1cccs1)N1CCc2ccccc21	-5	-1.9	0	0	19	14	4%	2	0.5
O=C(CNC(=O)C12CC3CC(CC(C3)C1)C2)NC1=NCCS1	-2	-1.8	-8	-11	-1	-10	3%	3	-0.6
Cc1nccc2[nH]c(=O)c(C(=O)NC3CCCCC3C)cc12 (centres undefined)	1	-1.7	-2	-14	19	23	7%	-2	0.1
O=C(Cn1c(CN2CCCCC2)nc2ccccc2c1=O)NC1CCCCC1	4	1.8	16	-1	-14	5	8%	4	-1.2
CCOC(=O)c1c(NC(=O)CSc2nnc(-c3ccccc3C)n2C)sc(C(C)=O)c1C	25	1.9	4	10	-7	-8	1%	6	-0.7
COC(=O)C1CCN(c2cc(=O)n(C3CCCCC3)c(=O)[nH]2)CC1	1	-1.7	-3	-13	-18	6	8%	-9	0.5
CCOc1cccc(-n2nnnc2-c2ccc(OC)cc2)c1	14	1.0	17	7	29	4	4%	1	0.0
CCS(=O)(=O)N1CCCC(C(=O)NCCCN2CCCC2=O)C1 (centres undefined)	1	-4.2	3	-28	-18	-13	0%	-2	0.2
CCOC(=O)CSCC(=O)Nc1cc(C)ccc1C	10	-2.8	2	-7	-13	-12	6%	-10	0.4
COc1cc(C2C3CN(C)CC=C3C(C#N)=C(N)C2(C#N)C#N)ccc1OC(C)C (centres undefined)	-4	0.9	3	0	8	14	11%	-1	1.7
Cc1ccc(S(=O)(=O)NCCN=C(CN2CCCC2)NS(=O)(=O)c2ccc(C)cc2)cc1	-4	0.0	2	25	8	-14	8%	-1	-0.3
Cc1ccc(CS(=O)(=O)Cc2ccc(C(=O)NCc3ccco3)o2)cc1	8	-3.2	7	0	19	-10	6%	2	0.0
CC(C)(C)C1=Nn2c(nnc2C2CCCCC2)SC1	7	1.3	x	10	-4	6	1%	0	0.7
Cc1nn(-c2cccc(Cl)c2)c2c1C(c1ccncc1)C(C#N)=C(N)O2 (centres undefined)	11	1.4	x	8	-14	-14	2%	-7	-0.9
CC(=O)N(C(C)=O)c1cccc2c(N(C(C)=O)C(C)=O)cccc12	-1	-5.9	-7	-16	-6	4	3%	-7	-0.4
Cc1ccccc1CSc1nnc(C)c(=O)[nH]1	4	-2.5	15	14	3	-10	3%	1	-0.7
COc1ccc(Nc2nc(N3CCCCC3)nc(N3CCCCC3)n2)c(OC)c1	7	-2.3	-4	7	-15	1	3%	0	-0.7
Cc1ccc(Cl)cc1NC(=O)CC(O)(C(F)(F)F)C(F)(F)F	3	-0.7	15	99*	1	-1	2%	2	-0.1
CC(C)Cn1c(-c2ccccc2F)n[nH]c1=S	0	-5.3	0	6	-15	10	13%	0	0.3
COC(=O)CSc1nc(N)c2c3c(sc2n1)CCCC3	-12	-2.3	x	7	-4	0	3%	-4	0.4
Cc1ccc(CNC(=O)CN2CCN(Cc3ccc(C)cc3)C2=O)cc1	5	-1.0	6	-8	-6	-2	1%	-3	-0.5
COC(=O)c1cc(NC(=O)CSc2nnc(CN3CCOCC3)n2C)ccc1Cl	-6	-1.2	-11	6	0	-4	2%	-6	0.9
Cc1ccccc1-c1ccc(C=Nc2c(C)n(C)n(-c3ccccc3)c2=O)o1	-9	-1.0	3	-13	-4	12	5%	-8	-0.3
C#CC1(O)CC(C)N(C)C(C)C1 (centres undefined)	-3	-3.1	-9	-24	-17	-29	3%	-2	0.3
Nc1nc2sc3c(c2c(=O)s1)CCCC3	9	-0.6	-29	48	11	56*	3%	7	0.7
CCOC(=O)C1(CCSC)NC(c2ccco2)C2C(=O)N(C)C(=O)C21 (centres undefined)	1	-0.9	1	-21	1	-17	6%	4	-0.1
CCn1c(=NC(=O)CSC(C)=O)sc2cc(F)ccc21	5	-3.0	14	-3	-12	-11	2%	2	-1.5
CSc1nc2c(c(=O)n1-c1ccccc1)SCC2	1	-1.3	3	4	1	-8	2%	3	-0.8
Cc1occc1C(=O)NC(C)CCc1ccccc1 (centres undefined)	-18	1.9	-12	-7	-17	1	4%	-4	0.0

Among those listed so far, 2 contain a tert-butyl group.
SMILES	HTR1E antagonist	HTR1A agonist	5-HT1A blocker	tolC growth inh	RORA act	SF-1 act	NADH enzymes	MMP13 inh	HTR1E agonist
CC(C)(C)OC(=O)NC(CCNC=C1C(=O)OC(C)(C)OC1=O)C(=O)O (centres undefined)	-4	-4.1	0	-26	-2	-2	11%	0	-1.3
CC(C)(C)C1=Nn2c(nnc2C2CCCCC2)SC1	7	1.3	x	10	-4	6	1%	0	0.7

Next records follow.
SMILES	HTR1E antagonist	HTR1A agonist	5-HT1A blocker	tolC growth inh	RORA act	SF-1 act	NADH enzymes	MMP13 inh	HTR1E agonist
CC(C)C1C(C#N)=C(N)Oc2n[nH]c(C(C)(C)C)c21 (centres undefined)	6	0.3	x	7	3	-2	4%	-10	-0.5
O=C(Nc1ccc(-c2nnc(-c3ccccc3)o2)cc1)C1CCCO1 (centres undefined)	-8	1.0	10	-13	33	66*	8%	-29	-1.4
COCC(=O)Nc1ccccc1NC(C)=O	-7	0.7	1	-10	-1	7	4%	5	-1.7
O=c1[nH]c(CN2CCC(c3nc4ccccc4s3)CC2)nc2sc3c(c12)CCC3	-5	0.1	-7	2	-7	3	7%	3	-0.2
COc1ccc(Br)cc1CNC(=O)C1CCCN(c2nc3ccccc3o2)C1 (centres undefined)	-3	-0.7	10	8	-16	-22	9%	-4	0.5
Cc1ccc(N2CC(C(=O)Nc3ccc4c(c3)OCCO4)CC2=O)cc1 (centres undefined)	6	-0.8	-6	3	-6	-10	5%	6	0.5
CN1C(=O)NC(NC(=O)c2ccncc2)(C(F)(F)F)C1=O (centres undefined)	-1	-0.3	6	-33	-15	5	5%	0	1.1
C=CCOC(=O)C1=C(C)OC(N)=C(C#N)C1c1ccccc1F (centres undefined)	-5	-1.3	-15	7	7	-10	4%	-6	0.7
